PhoP GFP inhibition: Inhibition of PhoP regulon, Salmonella typhi GFP reporter cells, confirmation, 4 h (AID 1850); Salmonella Typhi PhoP-promoter GFP reporter, fluorescence, 4 h; higher % means a stronger effect; inhibition, % at 50 µM; hits with a dose series show IC50 in µM; hit rate 0.33% among 310,000; in the data active = a potency from the dose series; inconclusive = inhibition mostly from about 25% at the one dose, without a potency; inactive = the rest, 99 in 100 with inhibition below about 19%;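 note: 0% = induced wells with vehicle and 100% = uninduced wells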
M. tuberculosis HTS: M. tuberculosis growth inhibition, HTS (AID 449762); M. tuberculosis H37Rv growth inhibition, 7H9 media; higher % means a stronger effect; hit rate 0.59% among 330,000; inhibition, % at 25 µM; hits with a dose series show IC50 in µM; in the data active = a potency from the dose series; inconclusive = inhibition above about 70% without an active follow-up result;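 note: bacterial growth assessed after seven days of incubation; strong numbers were not always called active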
tuberculosis growth: growth inhibition of non-replicating M. tuberculosis (AID 488890); Mycobacterium tuberculosis non-replicating, growth inhibition; higher % means a stronger effect; hit rate 0.39% among 320,000; inhibition, % at 25 µM, or IC50 in µM where a hit was titrated; in the data active = a potency from the dose series; inconclusive = inhibition mostly from about 82% at the one dose, without a potency; inactive = the rest, 99 in 100 with inhibition below about 76%;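 note: plate controls were DMSO cells for no effect and high antibiotic wells for full effect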
influenza NS1A: NS1A inhibition, H1N1 influenza, cell based functional assay (AID 504329); NS1A functional cell-based assay, percent inhibition; higher % means a stronger effect; one-dose inhibition, % at 12.5 µM; IC50 in µM for titrated hits; hit rate 0.3% among 340,000; in the data active = a potency from the dose series; inconclusive = inhibition above about 27% without an active follow-up result; note: strong numbers were not always called active
inhibitors of VEEV: inhibitors of VEEV TC-83 cytopathic effect, confirmation, Vero cells (AID 588727); Vero cells, VEEV TC-83 cytopathic effect inhibition; higher % means a stronger effect; hit rate 0.13% among 350,000; one-dose inhibition, % at 20 µM; IC50 in µM for titrated hits; in the data active = a potency from the dose series; inconclusive = inhibition mostly from about 14% at the one dose, without a potency; inactive = the rest, 99 in 100 with inhibition below about 12%; note: strong numbers were not always called active
* hit, by the source's call; i = inactive; ? = inconclusive; . = not tested or not shown.

SMILES	PhoP GFP inhibition	M. tuberculosis HTS	tuberculosis growth	influenza NS1A	inhibitors of VEEV
c1ccc(-n2cccc2CNC2CCCCC2)cc1	-8%	8%	3%	.	.
Cc1ccc(S(=O)(=O)N2CCCCC2CCNC(=O)C(=O)NCc2ccncc2)cc1 (stereo not given)	0%	-4%	-6%	-3%	9.8%
O=C(O)c1ccc(N=NNc2cccc([N+](=O)[O-])c2)cc1	7%	15%	12%	5%	0.4%
CN(Cc1ccccc1)C(=O)Cn1c(=O)oc2cc(S(=O)(=O)NCc3ccccc3)ccc21	.	-7%	-2%	-3%	0.6%
Cc1nn(C)c(Oc2cccc(Cl)c2)c1C=O	4%	-3%	-6%	-6%	i
CC(C)C(=O)Nc1cccc(NC(=S)NC(=O)c2ccc([N+](=O)[O-])cc2)c1	11%	-1%	41%	1%	3.2%
O=C(c1ccccc1)c1cc(Cl)ccc1N1C(=O)C=CC1=O	.	.	.	-2%	2.1%
CCOc1cc(CNC2CCCC2)c(Cl)cc1OCC(=O)Nc1ccccc1	-18%	0%	50%	-6%	0.7%
CCOc1ccc(-c2nc(S(=O)(=O)c3ccccc3)c(NC)o2)cc1	-5%	6%	-1%	-10%	1.4%
CC(C)(C)OC(=O)N1CCN(C(=O)c2[nH]cnc2C(=O)NCC(=O)OCc2ccccc2)CC1	4%	10%	39%	-5%	0.6%
O=C1c2ccc([N+](=O)[O-])cc2C(=O)N1c1ccc(Cl)cn1	4%	3%	.	11%	0.3%
Cc1n[nH]c(C)c1S(=O)(=O)N1CCCC(C(=O)NCc2ccc(F)cc2)C1 (stereo not given)	6%	-4%	-7%	3%	0.6%
CCN(CC)S(=O)(=O)c1ccc(N2CCOCC2)c(NC(=O)Cc2ccccc2)c1	-16%	-3%	7%	13%	0.9%
O=P(Oc1ccccc1)(Oc1ccccc1)C(O)c1ccc(Cl)cc1 (stereo not given)	-5%	-7%	-12%	3%	0.3%
CC1(C)NC(=O)N(CC(O)CN(Cc2ccccc2)Cc2ccccc2)C1=O (stereo not given)	-8%	5%	10%	-4%	3.1%
O=C(O)CSc1nnc(-c2ccccc2)c(-c2ccccc2)n1	-14%	0%	9%	-9%	1.0%
Cc1ccccc1Cn1cc(NC(=O)c2nc3ncccn3n2)cn1	-4%	-6%	-10%	26%	1.7%
O=S(=O)(c1ccc(F)c(F)c1)N1CCN(Cc2ccc3c(c2)OCO3)CC1	-2%	-3%	3%	4%	0.4%
CC(Cc1cccs1)NC(=O)Nc1ccc(Cl)cc1 (stereo not given)	2%	3%	41%	-6%	0.6%
O=c1c([N+](=O)[O-])c(N2CCCC2)c2ccccc2n1-c1ccccc1	-6%	0%	6%	-3%	0.4%
O=C(CN1C(=O)c2ccccc2C1=O)NCc1ccc(C(=O)O)cc1	7%	2%	22%	-12%	0.4%
Cc1sc(NC(=O)c2ccccc2)c(C(=O)NCCN(C)C)c1C	12%	6%	0%	0%	0.6%
CC1(C)CC(=O)C(C=NCCN2CCN(C(=S)Nc3ccc(F)cc3)CC2)=C(O)C1	-1%	0%	-3%	23%	1.5%
COc1ccc(S(=O)(=O)ON=C2CC(C)(C)N(C(C)=O)C(C)(C)C2)cc1	-5%	8%	-17%	-14%	3.2%
CCN(CC)C(=O)c1oc2ccc(S(=O)(=O)N3CC(C)CC(C)C3)cc2c1C (stereo not given)	-7%	-8%	20%	5%	i
O=P(O)(O)c1ccccc1OCc1ccccc1	10%	1%	-16%	-9%	1.6%
COC(=O)Cc1ccc(NC(=S)NCCCN2CCOCC2)cc1	1%	-5%	2%	3%	0.6%
COc1nc(N/N=C/c2cc3c(cc2Br)OCO3)nc(N2CCOCC2)n1	0%	-3%	5%	12%	4.9%
CC(C)NC(=O)CSc1nc2ccccc2n1-c1ccccc1	-2%	-5%	3%	-1%	3.2%
O=C(CSc1nnc(-c2ccco2)n1Cc1ccccc1)OC1CCCCC1	1%	-1%	?	6%	0.7%
COc1ccc(CCCc2nnc(SCc3nc4ccccc4c(=O)[nH]3)n2C)cc1C	-7%	-4%	4%	-2%	1.6%
CCn1c(=O)n(CC)c2cc(S(=O)(=O)N3CCc4ccccc43)ccc21	4%	12%	25%	-3%	3.2%
COc1cc(NC(=O)COC(=O)c2ccc(C)c(S(=O)(=O)N3CCCCC3)c2)c(C)cc1[N+](=O)[O-]	-4%	9%	16%	4%	1.8%
Cc1ccc2oc(=O)cc(CN3CCN(Cc4ccccc4)CC3)c2c1	-3%	-2%	11%	0%	0.2%
O=C(NCCN1CCCC1)C1CCN(S(=O)(=O)N2CCC3(CC2)OCCO3)CC1	-1%	10%	0%	-1%	1.8%
Cc1cccc(C(=O)O/N=C(\N)c2ccc(Br)cc2)c1	7%	0%	25%	-18%	0.7%
COc1ccc(-c2cc(C(F)F)n3ncc(C(=O)N4CCCCC4)c3n2)cc1	2%	-2%	40%	4%	8.1%
Cc1ccccc1C1CC(=O)c2ccccc2C1C (stereo not given)	.	.	.	-1%	i
O=C(Cn1c(=O)oc2ccccc21)NCC1COc2ccccc2O1 (stereo not given)	-1%	-10%	-13%	-11%	10%
COc1cc(=O)n2c(n1)SCCC2	7%	-10%	-14%	-1%	0.8%
COC(=O)Cn1c2ccc(C)cc2c2nc(C)sc21	-5%	58%	42%	-10%	0.6%
COc1ccc(C2=NN(C(=O)c3ccccc3)C(c3ccc(OC)c(OC)c3)C2)cc1OC (stereo not given)	.	.	.	3%	i
COc1ccccc1/C=C/c1nc2ccccc2c(=O)o1	2%	10%	?	-7%	2.5%
CCCCCCCCC1=NCCc2c1[nH]c1ccccc21	63µM*	?	?	-13%	i
Cc1cccc(NC(=O)CCC(=O)c2cccs2)n1	4%	3%	19%	0%	0.9%
COc1ccc(CCC(=O)N(C)CC(=O)Nc2ccc(N3CCOCC3)cc2)cc1	4%	-4%	-1%	-4%	1.7%
C=C(C)CNC(=S)Nc1cccc(S(=O)(=O)NC2=NCCC2)c1	2%	-1%	23%	-4%	0.2%
CC(C)n1cnc2c(NCc3ccccc3)cc(N[C@@H](CO)Cc3ccccc3)cc21	.	?	?	.	.
Cc1cccc(-c2nnc(SCC#N)n2-c2ccccc2)c1	-12%	-7%	1%	7%	1.9%
O=S1(=O)N=C(N/N=C/C=C/c2ccccc2)c2ccccc21	-4%	2%	8.7µM*	0%	i
C=CCc1c(C)nc(C)nc1N/N=C/c1ccccc1O	-9%	2.2µM*	?	18µM*	2.4%
CCN(CC)C(=O)Cn1cc(S(=O)(=O)CC(=O)NCCc2ccc(OC)c(OC)c2)c2ccccc21	1%	5%	-10%	-24%	7.5%
CC(=O)C1=C(C)Nc2ncnn2C1c1ccc(O)cc1 (stereo not given)	-13%	-7%	.	2%	2.3%
CCOC(=O)C1CCCN(S(=O)(=O)c2ccc3c(c2)NC(=O)CO3)C1 (stereo not given)	-8%	-3%	0%	2%	0.4%
CC(=O)Oc1c(C)c(=O)n(C)c2ccccc12	3%	8%	-4%	24%	0.8%
Cc1cc(C)nc(SCCCNCc2c(F)cccc2Cl)n1	13%	0%	5%	-18%	i
Cc1c(C(c2ccc(Br)cc2)c2c(C)n(C)n(-c3ccccc3)c2=O)c(=O)n(-c2ccccc2)n1C	1%	6%	20%	22%	i
COc1ccc(C(=O)N2CCc3cc4c(cc3C2C)OCCCO4)cc1 (stereo not given)	7%	6%	32%	5%	0.2%
COC(=O)NN=C1CCC(c2ccccc2)CC1 (stereo not given)	-3%	0%	-6%	-1%	2.8%
O=C1CCCN1CCCNS(=O)(=O)c1ccc(F)c(F)c1	-9%	-14%	0%	3%	2.9%
More records follow:
SMILES	PhoP GFP inhibition	M. tuberculosis HTS	tuberculosis growth	influenza NS1A	inhibitors of VEEV
Cc1nn2c(N3CCOCC3)cc(C(C)(C)C)nc2c1-c1ccc(Cl)cc1	.	.	.	20%	1.0%
Cc1ccc(Cl)cc1OCC(=O)NCCOC(=O)Nc1sc(=S)n(C)c1C	-5%	6%	-2%	-13%	0.8%
COc1ccc(/C=C/c2ccccc2)cc1[C@H]1[C@H]2C=CC[C@@H](C)[C@@H]2C(=O)N1Cc1ccccc1	7%	7%	16%	-5%	i
O=C(O)CSc1nc2ccc(Cl)cc2[nH]1	-18%	6%	7%	-8%	0.5%
Cc1nnc(SCCN2CCOCC2)n1-c1cccc(Cl)c1	-12%	2%	-16%	-1%	3.4%
COc1ccc(/C=N/NC(=O)CNC(=O)COc2ccccc2)cc1	-9%	2%	-14%	-9%	1.5%
CC(Oc1ccc(Br)cc1)C(=O)Nn1c(=S)[nH]c2ncccc2c1=O (stereo not given)	-2%	9%	14%	.	.
Cc1cccc(OCc2nnc(SCC(=O)N3CCN(C(=O)c4ccco4)CC3)n2C)c1C	6%	-7%	7%	-1%	2.0%
Nc1nc(-c2cccnc2)nc2sc3c(c12)CCCC3	-10%	17%	52%	-3%	2.3%
Cc1ccc(S(=O)(=O)N(C)c2ccc(OCC(=O)NCC3(N(C)C)CCCCC3)cc2)cc1	8%	-7%	-9%	-11%	i
COc1ccc(NC(=O)C2=C(C)Nc3ncnn3C2c2ccccc2C(F)(F)F)c(OC)c1 (stereo not given)	5%	-1%	30%	-6%	0.9%
CCOC(=O)c1cc(C(=O)NC(C)c2ccccc2)c(=O)[nH]c1C (stereo not given)	-3%	-1%	-20%	2%	2.4%
COc1cccc(-c2nnc(SCC(=O)NCc3ccc4c(c3)OCO4)n2Cc2ccco2)c1	4%	8%	13%	4%	6.8%
Cc1cccc(C)c1-n1cccc1/C=C1/C(=N)N2C(=NC1=O)SN=C2S(C)(=O)=O	-8%	9%	46%	1%	0.2%
CCOC(=O)c1cccc(OC(=O)CCNC(=O)c2ccc(Cl)cc2)c1	.	17%	?	-11%	6.4%
Cc1ccc(NC(=O)c2cc(S(=O)(=O)N3CCCCC3)c[nH]2)cc1F	-6%	-7%	1%	-2%	0.7%
CCC1c2ccc(C)n2CCN1C(=O)Nc1ccccc1OC (stereo not given)	-9%	2%	37%	-5%	1.6%
COC(=O)C1=C(C)NC(C)=C(C(=O)OC)C1C(=O)OCC(=O)Nc1ccc(C(C)=O)cc1	3%	7%	5%	-4%	1.9%
O=C(COC(=O)c1ccco1)NCc1cccs1	-20%	-9%	19%	-17%	0.4%
O=C(Nc1ccc2c(c1)OCO2)c1ccc(Cl)s1	-2%	.	.	-3%	i

Reformatted: results already given.
Values run as follows: PhoP GFP inhibition | M. tuberculosis HTS | tuberculosis growth | influenza NS1A | inhibitors of VEEV
COc1ccc(C(=O)N2CCc3cc4c(cc3C2C)OCCCO4)cc1 (stereo not given)
  7% | 6% | 32% | 5% | 0.2%
COC(=O)NN=C1CCC(c2ccccc2)CC1 (stereo not given)
  -3% | 0% | -6% | -1% | 2.8%
O=C1CCCN1CCCNS(=O)(=O)c1ccc(F)c(F)c1
  -9% | -14% | 0% | 3% | 2.9%
Cc1nn2c(N3CCOCC3)cc(C(C)(C)C)nc2c1-c1ccc(Cl)cc1
  . | . | . | 20% | 1.0%
Cc1ccc(Cl)cc1OCC(=O)NCCOC(=O)Nc1sc(=S)n(C)c1C
  -5% | 6% | -2% | -13% | 0.8%

(list continues)
SMILES	PhoP GFP inhibition	M. tuberculosis HTS	tuberculosis growth	influenza NS1A	inhibitors of VEEV
Cn1c(-c2ccccc2)c(/C=N/NC(=O)c2cccnc2)c2ccccc21	13%	14%	10%	1%	5.6%
O=C(Nc1ccc2oc(=O)ccc2c1)c1cc([N+](=O)[O-])ccc1N1CCOCC1	4%	-1%	4%	-14%	0.4%
Cc1ccc(S(=O)(=O)N2CCN(C(=O)COC(=O)/C=C/c3ccc(F)cc3)CC2)c(C)c1	-4%	-1%	1%	-10%	3.0%
CC1CCCN(CCCNC(=O)CCn2nc(-c3ccccc3)ccc2=O)C1 (stereo not given)	5%	3%	-6%	-2%	i
Cc1c(NC(=O)C(C)OC(=O)/C=C/c2ccc(OC(F)F)cc2)c(=O)n(-c2ccccc2)n1C (stereo not given)	-10%	10%	30%	-3%	1.9%
Cc1nn(CCCC(=O)NCc2ccc(Cl)cc2)c(C)c1[N+](=O)[O-]	-1%	-4%	-1%	11%	i
Cn1c(SCC(=O)Nc2ccc3c(c2)n(C)c(=O)n3C)nnc1-c1ccncc1	6%	-7%	-2%	5%	1.3%
CC(C)(C)C1(C)OC(=O)C(=Cc2ccc(OCC(=O)Nc3ccccc3)cc2)C(=O)O1 (stereo not given)	-2%	-6%	6%	-2%	0.1%

Full records, looked up by structure.
Results for Cn1c(SCC(=O)Nc2ccc3c(c2)n(C)c(=O)n3C)nnc1-c1ccncc1 → PhoP GFP inhibition: 6%; M. tuberculosis HTS: -7%; tuberculosis growth: -2%; influenza NS1A: 5%; inhibitors of VEEV: 1.3%
Results for Cc1nn(CCCC(=O)NCc2ccc(Cl)cc2)c(C)c1[N+](=O)[O-] → PhoP GFP inhibition: -1%; M. tuberculosis HTS: -4%; tuberculosis growth: -1%; influenza NS1A: 11%; inhibitors of VEEV: i
